Bim-Bcl-W: inhibitors of Bim binding to Bcl-W, primary screen, biochemical, multiplexed, bead-based flow cytometry | inhibition, % at 10 µM | Bcl-2-like protein 2 (Homo sapiens), Q92843 | 190,000 compounds, 0.02% hits | Bim peptide-Bcl-W binding;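 also: 0% = bound tracer without compound and 100% = peptide blocker; higher means less fluorescent Bim peptide bound to Bcl-W beads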
Target sequence (Q92843 whole entry, looked up): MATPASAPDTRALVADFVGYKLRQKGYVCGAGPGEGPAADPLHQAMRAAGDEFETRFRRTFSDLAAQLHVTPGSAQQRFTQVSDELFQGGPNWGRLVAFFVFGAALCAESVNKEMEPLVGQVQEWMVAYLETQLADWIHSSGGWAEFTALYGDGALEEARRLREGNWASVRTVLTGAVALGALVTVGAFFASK
Bim-Mcl-1: inhibitors of Bim peptide binding to Mcl-1, primary screen, biochemical, bead-based flow cytometry, multiplex. Induced myeloid leukemia cell differentiation protein Mcl-1 (Homo sapiens), Q07820. Bim peptide-Mcl-1 binding. inhibition, % at 10 µM. 190,000 compounds, 0.1% hits;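 also: 0% = no compound tracer wells and 100% = peptide blocker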
RGS7-Gao reg: RGS7-Galphao binding modulators, primary screen, biochemical, multiplexed bead flow cytometry | 220,000 compounds, 0.35% hits | actives lie on both sides | AID 1439, 2008 | Guanine nucleotide-binding protein G(o) subunit alpha (Homo sapiens), P09471 | binding response (% of control), % at 10 µM; in the data active = binding response below about 49% or above about 150%; inconclusive = no clear call, values can overlap the other calls; inactive = in between;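 also: fluorescent Galphao held in activated GDP-AlF4 state binding bead-coupled RGS7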
Target sequence (P09471 whole entry, looked up): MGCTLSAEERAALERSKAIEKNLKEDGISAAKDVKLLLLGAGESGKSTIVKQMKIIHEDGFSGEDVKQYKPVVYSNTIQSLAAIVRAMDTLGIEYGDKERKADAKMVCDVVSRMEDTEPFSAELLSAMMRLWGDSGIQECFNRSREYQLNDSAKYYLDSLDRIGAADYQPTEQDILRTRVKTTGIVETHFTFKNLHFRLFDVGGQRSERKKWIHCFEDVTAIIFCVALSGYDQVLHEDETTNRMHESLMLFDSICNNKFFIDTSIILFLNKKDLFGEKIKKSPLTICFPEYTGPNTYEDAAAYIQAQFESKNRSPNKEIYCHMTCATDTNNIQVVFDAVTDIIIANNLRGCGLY
RGS4-Gao reg: modulators of RGS4 binding to Galphao, primary screen, biochemical, multiplexed bead flow cytometry. Guanine nucleotide-binding protein G(o) subunit alpha (Homo sapiens), P09471. actives lie on both sides. binding response (% of control), % at 10 µM. 220,000 compounds, 0.33% hits; in the data active = binding response below about 49% or above about 150%; inactive = in between;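 also: fluorescent Galphao activated with aluminum fluoride binding bead-coupled RGS4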
RGS8-Gao: RGS8-Galphao binding modulators, primary screen, biochemical, multiplexed bead flow cytometry. actives lie on both sides. response (percent of control binding), % at 10 µM. 220,000 compounds, 0.34% hits; in the data active = response below about 60% or above about 140%; inactive = in between;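 also: Galphao activated as the GDP aluminium fluoride complex binding bead-coupled RGS8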
Bcl-B Bim block: inhibitors of Bim-Bcl-B binding, primary screen, biochemical, multiplexed, human Bcl-2 family | 190,000 compounds, 0.073% hits | inhibition, % at 10 µM | Bcl-2-like protein 10 (Homo sapiens), Q9HD36 | AID 951, 2007 | bead-based flow cytometry, Bim peptide-Bcl-B binding;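 also: 0% = tracer peptide without compound and 100% = reference inhibitor peptide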
Bim-Bfl-1: inhibitors of Bim binding to Bfl-1, primary screen, biochemical, multiplexed, bead-based flow cytometry | Bcl-2-related protein A1 (Homo sapiens), Q16548 | Bim-Bfl-1 binding inhibition | inhibition, % at 10 µM | 190,000 compounds, 0.12% hits;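 also: 0% = wells without compound plus tracer and 100% = blocker peptide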
GSH fluor: compound fluorescence on glutathione beads, profiling panel, artefact control, biophysical, 488/530 nm, flow cytometry; GSH beads flow cytometry, compound fluorescence 488/530 nm; hits give high values; fluorescence (KMESF) at 10 µM; 190,000 compounds, 0.25% hits; AID 1776, 2009; in the data active = fluorescence above about 89;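 also: glutathione beads carrying GST-tagged Bcl family fusion proteins plus one bare bead set; values are compound well signal with DMSO vehicle wells as background; inactives centre near 16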
Bcl-XL Bim block: inhibitors of Bim-Bcl-XL binding, primary screen, biochemical, multiplexed, bead flow cytometry, human Bcl-XL. 190,000 compounds, 0.04% hits. Bcl-2-like protein 1 (Homo sapiens), Q07817. Bim peptide-Bcl-XL binding, fluorescence. inhibition, % at 10 µM. AID 1007, 2008
Target sequence (Q07817 whole entry, looked up): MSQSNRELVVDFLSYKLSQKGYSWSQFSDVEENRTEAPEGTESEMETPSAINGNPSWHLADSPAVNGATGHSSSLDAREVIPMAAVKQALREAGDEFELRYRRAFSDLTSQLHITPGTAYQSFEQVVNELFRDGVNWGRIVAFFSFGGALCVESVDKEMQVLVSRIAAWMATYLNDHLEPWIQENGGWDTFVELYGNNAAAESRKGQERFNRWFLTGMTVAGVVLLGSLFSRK
Mcl1 Bid PPI: Mcl-1/Bid binding inhibitors, primary screen, biochemical, TR-FRET, 1536-well. TR-FRET Mcl-1/Bid-Dy647 peptide binding. inhibition, % at 21.7 µM. 220,000 compounds, 0.97% hits;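 active = compounds that cut the binding signal by more than half at the single screening dose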;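 also: His-tagged Mcl-1 with europium anti-His antibody binding Bid BH3 peptide; 0% = Mcl-1 plus peptide wells and 100% = peptide-only wells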
Bcl-2 Bim block: inhibitors of Bim-Bcl-2 binding, primary screen, biochemical, multiplexed, human Bcl-2 family. Apoptosis regulator Bcl-2 (Homo sapiens), P10415. Bead-based flow cytometry, Bim peptide-Bcl-2 binding. inhibition, % at 10 µM. 190,000 compounds, 0.06% hits. AID 950, 2007; in the data active = inhibition above about 40%; inconclusive = no clear call, values can overlap the other calls;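 also: 0% = no compound wells with probe peptide and 100% = reference peptide inhibitor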
Target sequence (P10415 whole entry, looked up): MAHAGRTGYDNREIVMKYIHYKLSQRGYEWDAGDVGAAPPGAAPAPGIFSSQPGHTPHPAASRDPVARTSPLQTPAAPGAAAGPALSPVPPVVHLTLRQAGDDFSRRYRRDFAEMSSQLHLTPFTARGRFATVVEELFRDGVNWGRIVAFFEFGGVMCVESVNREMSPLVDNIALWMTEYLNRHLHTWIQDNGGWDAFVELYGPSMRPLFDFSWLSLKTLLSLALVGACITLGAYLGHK
Numbers without * were called inactive; ? = inconclusive. Rule as the data show it, unless noted: active = inhibition above about 40%.

Compound	Bcl-2 Bim block	Mcl1 Bid PPI	RGS8-Gao	Bim-Bcl-W	Bcl-XL Bim block	Bim-Bfl-1	Bcl-B Bim block	GSH fluor	RGS7-Gao reg	RGS4-Gao reg	Bim-Mcl-1
Cc1cccc2cc(C#N)c(SCC(=O)N3CCC(C)CC3)nc12	-3	-44	104	0	-3	-9	-5	27	106	105	2
CS(=O)(=O)N1N=C(c2ccco2)CC1c1ccc(Br)cc1 (configuration not stated)	-7	-11	94	-1	-4	-8	-1	21	103	101	-1
CC(C)CSc1nc2c(c(=O)[nH]c(=O)n2C)n1CC(O)COc1cccc2ccccc12 (configuration not stated)	1	4	91	-5	-6	9	-19	19	103	100	-4
COc1ccc(N2CC(C(=O)NCCC3=CCCCC3)CC2=O)cc1 (configuration not stated)	-5	-29	99	0	-1	-8	-7	27	99	101	-4
COc1ccc(OCC(=O)N/N=C2\CCCc3ccccc32)cc1	-4	10	99	-2	-4	-7	-6	12	101	102	0
COc1ccc(S(=O)(=O)c2c(C)c(NS(=O)(=O)c3ccccc3)cc(C)c2O)cc1	0	-5	105	-6	0	-3	0	13	98	105	-4
COc1ccc(CCN(CC(=O)NC2CCCC2)C(=O)Cn2nnc(-c3ccc(C)o3)n2)cc1OC	-2	-35	99	-7	0	-4	0	12	100	101	-7
CC(Nc1cccc2ccccc12)C(=O)N/N=C/c1ccc([N+](=O)[O-])cc1 (configuration not stated)	-5	-19	105	-5	-8	-9	-8	9	103	107	-4
CC(C)(C)CC(=O)NCCCCCCNC(=O)CC(C)(C)C	-4	-11	100	-3	-4	-2	0	5	94	93	-5
O=[N+]([O-])c1cn(Cc2ccc(Cl)cc2)cn1	-2	-15	98	-3	0	0	-4	29	98	98	0
COc1ccccc1C(CC(=O)N1CCCC1)c1ccc2c(c1)OCO2 (configuration not stated)	-3	-40	104	-4	-5	-2	-5	13	100	102	0
CCN(CC)C(=O)C1CCCN(c2ccc([N+](=O)[O-])cc2[N+](=O)[O-])C1 (configuration not stated)	-3	-18	102	0	0	-6	-3	13	105	104	7
O=C(C1=C[C@H](c2csc3ccccc23)C[C@H](OCCCCO)O1)N1CCN(Cc2ccc3c(c2)OCO3)CC1	-4	2	102	-3	-4	-9	-5	20	96	101	-2
Cc1nc2ccccc2c2c(N)c3ccccc3n12	4	-19	101	4	3	2	0	10	?	102	3
COc1ccc(CN2CCCCCC2)c(C)c1C	-2	33	98	-1	-4	0	-5	18	105	104	-1
Cc1cccc(C2NS(=O)(=O)N=C2N)c1 (configuration not stated)	-3	-34	101	4	-3	-8	-6	45	100	99	1
CC(C)(C)NC(=O)Cn1c(SCC(=O)N2CCCCCC2)nc2ccccc21	0	-14	105	0	-1	-2	2	7	101	103	0
CCC(=O)Nc1nc2ccccc2n1Cc1ccccc1C	-7	8	102	6	3	-9	-10	35	102	103	1
COc1ccc(-c2nn(-c3ccccc3C)cc2CNC(C)c2cn(C)nc2C)cc1F (configuration not stated)	-7	-17	101	-2	-4	-13	-8	56	98	98	-3
O=C(C(Sc1ccccc1)c1ccccc1)N1CCOCC1 (configuration not stated)	-5	-2	100	-3	-10	-6	-13	14	105	101	-2
Cc1nnc(SCC(=O)c2ccccc2)n1Cc1ccccc1	0	-1	101	-7	-6	5	-1	19	102	102	-12
Cn1nnnc1SCC(=O)Nc1ccc(N2CCOCC2)cc1	-18	-28	100	18	8	-9	0	17	103	104	0
Cc1ccccc1NC(=O)COC(=O)c1cccnc1	3	3	101	1	-1	-1	0	14	99	100	3
COc1ccc(C(=O)Nc2ccc(S(=O)(=O)NCc3ccco3)cc2)cc1OC	0	-55	100	0	0	0	2	13	100	102	1
CCOC(=O)c1c(C)[nH]c(C)c1C(=O)CN1C(=O)NC(CC(C)C)C1=O (configuration not stated)	-8	7	98	-3	-3	-15	-5	13	100	95	-1
COc1cc2c(cc1NC(=O)c1cc(-c3ccncc3)nc3ccccc13)oc1ccccc12	6	19	91	6	1	8	2	9	96	91	0
CCC1(C)CC(=O)N(c2ccc(C(=O)O)c(O)c2)C1=O (configuration not stated)	-1	9	101	-3	-1	-1	0	13	102	101	0
Cc1cc(C(=O)Nc2c(C)cccc2C)n(-c2ccccc2)n1	-10	8	108	-1	-4	-7	-7	13	98	98	-2
NC(=O)CSc1nnc(SCc2ccc(F)cc2)s1	0	-24	100	-3	-2	-6	-2	15	101	100	0
CCOC(=O)c1cc2c(ccn2C)n1CC(=O)N1CCC(Cc2ccccc2)CC1	6	-16	93	1	4	2	7	23	96	93	3
Cc1nc2cc(C(=O)N3CCc4ccccc43)ccc2n1-c1ccc(F)c(F)c1	-6	-17	101	-5	-4	-8	-9	12	96	102	-1
CN(c1ncc(C(F)(F)F)cc1Cl)n1cc(C(N)=O)c2ccccc2c1=O	0	18	104	-1	1	0	-1	23	102	100	-3
CCC1S/C(=C(\C#N)C(=O)NCc2ccco2)N(c2ccc(F)cc2)C1=O (configuration not stated)	-9	-7	106	0	-7	-10	-3	17	102	101	0
Nc1ccccc1-c1nnn(CC(=O)N2CCCc3ccccc32)n1	-3	-16	110	-3	-3	-1	-7	12	114	114	-2
Cc1ccccc1-n1c(CSC(=N)N)nc2ccccc2c1=O	-9	0	105	0	-5	-9	-7	30	110	106	-2
COc1ccc(CNc2ncnc3cc(Cl)ccc23)cc1OC	0	3	100	2	-2	-3	-1	18	104	103	-2
NC(=O)CSc1nnc(Cc2csc(Nc3ccc(F)cc3)n2)n1Cc1ccccc1	34	-16	121	5	10	11	5	20	105	104	1
CCOC(=O)c1sc2nc(SCC(=O)N(CC)CC)n(CCCN3CCCC3=O)c(=O)c2c1C	-2	-18	102	-3	-5	-5	-3	19	106	100	-3
Cc1ccc(S(=O)(=O)N2CCC(n3nnc4cc(C)ccc43)CC2)cc1	5	3	103	-2	-3	-5	-2	18	93	92	0
CC(C)N(Cc1nc(-c2ccccc2)no1)C(=O)COc1ccccc1	-4	-7	104	0	-3	-2	-2	19	96	102	1
Cc1ccnc(NC(=O)CN(C)S(=O)(=O)c2cccc3nsnc23)c1	-1	-17	100	0	1	1	0	14	99	97	-1
COc1ccc(N2CCN(C(=O)c3cc(-c4cccs4)nc4ccccc34)CC2)cc1	-4	-28	100	2	0	-4	-2	10	?	99	0
Cc1ccc(C(=O)O)cc1S(=O)(=O)N1CCC(C(=O)O)CC1	0	-6	102	2	-1	0	0	20	99	96	2
CSc1ccccc1C(=O)NCC(c1ccco1)N1CCCCC1 (configuration not stated)	-6	-27	102	-2	-3	-4	-2	16	100	100	0
O=C(Cc1ccccc1)N/N=C/c1cc(Br)c(Br)o1	-10	-18	99	-2	-8	-20	-10	24	102	103	-7
CN1C(=O)/C(=C/c2cn(CC(=O)N3CCCCC3)c3ccccc23)c2ccccc21	-4	-23	103	0	-9	-16	-10	33	102	103	-3
CC1CCc2nc(N)c(C#N)c(-c3cccn3C)c2C1 (configuration not stated)	-4	-28	102	0	-4	-13	-6	32	101	101	-3
Cc1ccccc1C(=O)Oc1ccccc1N1C(=O)C2CC=CCC2C1=O (configuration not stated)	2	-29	103	0	0	0	-2	7	108	101	2

Structural class, the entries above with a COOH group (two)
Compound	Bcl-2 Bim block	Mcl1 Bid PPI	RGS8-Gao	Bim-Bcl-W	Bcl-XL Bim block	Bim-Bfl-1	Bcl-B Bim block	GSH fluor	RGS7-Gao reg	RGS4-Gao reg	Bim-Mcl-1
CCC1(C)CC(=O)N(c2ccc(C(=O)O)c(O)c2)C1=O (configuration not stated)	-1	9	101	-3	-1	-1	0	13	102	101	0
Cc1ccc(C(=O)O)cc1S(=O)(=O)N1CCC(C(=O)O)CC1	0	-6	102	2	-1	0	0	20	99	96	2

(continued)
Compound	Bcl-2 Bim block	Mcl1 Bid PPI	RGS8-Gao	Bim-Bcl-W	Bcl-XL Bim block	Bim-Bfl-1	Bcl-B Bim block	GSH fluor	RGS7-Gao reg	RGS4-Gao reg	Bim-Mcl-1
Cc1cccn2cc(CNC(=O)c3ccco3)nc12	1	-17	101	0	0	0	0	9	97	97	-2
CSc1nc(N2CCOCC2)c2ccccc2n1	-6	-19	108	-1	-19	-11	-7	40	104	106	-1
O=C(NCCCN1CCOCC1)c1ccc(-n2nc(C(F)(F)F)cc2-c2cccs2)cc1	-5	1	100	3	-1	-9	-3	12	98	99	1
CCCC(=O)Nc1nnc(Cc2ccccc2)s1	-2	11	99	0	2	2	0	21	99	99	0
CN1C(N)=NC(=O)/C1=C/c1ccccc1F	-3	-41	102	0	-4	-6	1	26	103	103	0
COc1ccc(NC(=O)C2CC2)cc1NS(=O)(=O)c1ccc(F)cc1	-7	-19	99	0	0	-1	-1	12	103	107	-2
Cc1ccc(-n2ncc3c(=O)[nH]c(SCC(=O)N4CCN(c5ccccc5)CC4)nc32)cc1	0	-4	105	-2	0	-1	-2	65	102	103	-6
Cn1c(=O)cc(N2CCN(C(=O)c3ccco3)CC2)[nH]c1=O	-3	-24	96	-3	-2	-3	-2	18	102	100	-2
NC(=NCCc1ccccc1)NS(=O)(=O)c1ccc(F)cc1	-2	1	96	-5	-10	-1	-6	11	99	99	-7
COc1cc(-c2cc(=O)c3ccccc3o2)ccc1O	-2	-20	105	3	5	0	-2	12	106	103	0
COc1cccc(/C=N/n2c(=S)n(C)c3cc(C)c(C)cc32)c1OC	-4	-47	102	-3	-2	1	-4	25	97	96	0
COc1cc(NC(=O)C2CCCN(c3ncccn3)C2)cc(OC)c1 (configuration not stated)	1	-8	100	-4	-4	-2	-8	32	100	99	-4
C#CCSC1=C(C#N)C(c2cccs2)C(C(=O)OCC)=C(C)N1 (configuration not stated)	-12	-26	100	-2	2	-10	-13	36	102	104	-2
COc1ccccc1NC(=S)N(C(C)C)C(C)c1ccccn1 (configuration not stated)	0	-37	99	-3	-3	7	0	17	103	100	-3
O=C1c2cccc3c([N+](=O)[O-])ccc(c23)C(=O)N1c1nccs1	-10	21	136	1	0	-5	-6	8	116	112	-10
CC(C)(C)NC(=O)COc1ccc(CNc2ccc3[nH]c(=O)[nH]c3c2)cc1	6	-38	95	16	3	29	-2	14	96	96	0
COc1ccc(N(CC(=O)N2CCCCCC2)S(=O)(=O)c2c(C)[nH]c(=O)[nH]c2=O)cc1	-5	-15	101	1	-2	-9	-8	24	100	104	0
